Screening data from PubChem BioAssay.
Tcruzi prolif = T. cruzi proliferation inhibition. 77,000 tested, 5.9% active. inhibition, % at 8.34 µM. T. cruzi beta-gal in NIH3T3, GalScreen luminescence, 90 h. AID 624255;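 active means mean inhibition above about 93%, with at least 55% of replicates each passing it, limit read from the data, passing the limit was not always enough; inconclusive means only one of those two conditions holds; inactive means neither condition holds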
Pf Dd2 inh = blocks growth of Plasmodium falciparum Dd2 parasites; 94,000 tested, 2.3% active; activity change, % at 10 µM; P. falciparum Dd2 growth, SYBR Green, 72 h; hits give low values; in the data active means activity change below about -80%; inconclusive means no clear call, values can overlap the other calls
GASC1 inh = blocks human GASC-1 (KDM4C) demethylase activity; 96,000 tested, 0.15% active; Q9H3R0; inhibition, % at 12.5 µM; AID 720574; GST-KDM4C 2-372, H3K9me3 peptide, LANCE TR-FRET;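 active means mean replicate inhibition above about 25%, with at least 55% of replicates also reaching it, limit read from the data, passing the limit was not always enough; inconclusive means only one of those two conditions met; inactive means neither condition met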
Target sequence (Q9H3R0 2-372 limits assumed): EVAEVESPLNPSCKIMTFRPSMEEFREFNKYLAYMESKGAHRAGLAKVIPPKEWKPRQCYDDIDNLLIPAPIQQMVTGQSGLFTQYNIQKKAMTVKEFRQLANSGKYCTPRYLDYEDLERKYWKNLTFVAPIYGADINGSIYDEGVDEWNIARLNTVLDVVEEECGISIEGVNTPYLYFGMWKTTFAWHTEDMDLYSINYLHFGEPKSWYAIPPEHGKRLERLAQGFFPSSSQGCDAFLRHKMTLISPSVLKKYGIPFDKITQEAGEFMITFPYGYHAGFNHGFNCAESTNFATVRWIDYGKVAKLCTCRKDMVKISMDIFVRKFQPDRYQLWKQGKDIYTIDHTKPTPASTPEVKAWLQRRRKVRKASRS
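Test system – GST-tagged GASC-1 (JMJD2C) catalytic fragment, aa 2-372 · Medium – HEPES buffer, pH 7.5, plus ascorbate · Reagent – H3K9me3 peptide with Fe(II)/2OG · Compound – one test concentration per compound · Timing – 30 min reaction, 60 min detection, RT · Technique – TR-FRET with Eu antibody and ULight streptavidin, EDTA stop · Read-out basis – inhibition from TR-FRET ratio decrease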
C diff growth = blocks growth of Clostridium difficile | Clostridium difficile clinical isolate growth, OD600, 24 h; hits give low values | growth activity, negative = inhibition, % at 16 µg/mL (by protocol) | 86,000 tested, 0.25% active | AID 1259249;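 active means mean growth activity at or below -80% and every replicate also at or below -80%; inconclusive means mean at or below -80% but some replicate above -80%; inactive means mean growth activity above -80%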;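 further: 0% = DMSO wells and -100% = levofloxacin 16 µg/mL wells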
The depositor's hits bear a star; ? = inconclusive; . = no result given; & = joins results of further samples.

canonical_smiles | Tcruzi prolif | Pf Dd2 inh | GASC1 inh | C diff growth
COc1cccc(S(=O)(=O)N2CCCCN3[C@H](CO)[C@H](c4ccc(C5=CCCCC5)cc4)[C@H]3C2)c1 | 92 | -71 | 0.0 | 4
C[C@H]1CN([C@@H](C)CO)C(=O)Cc2cc(NC(=O)CCN3CCOCC3)ccc2O[C@@H]1CN(C)S(=O)(=O)c1cn(C)cn1 | 18 | 7 | 0.4 | -1
C[C@@H]1CN([C@@H](C)CO)S(=O)(=O)c2ccc(C#CCN(C)C)cc2O[C@@H]1CN(C)C(=O)C1CC1 | 89 | 15 | 6.6 | 3
C[C@@H]1CCCCO[C@@H](CN(C)C(=O)Nc2ccc(F)cc2)[C@@H](C)CN([C@H](C)CO)C(=O)c2cc(NS(=O)(=O)c3ccccc3)ccc2O1 | 60 | 0 | -1.3 | -9
C[C@H](CO)N1C[C@H](C)[C@H](CN(C)C(=O)NC2CCCCC2)Oc2c(NC(=O)c3ccncc3)cccc2C1=O | 54 | 26 | 0.3 | -3
COc1cccc(C(=O)Nc2ccc3c(c2)C(=O)N(C)[C@H]2CC[C@H](CC(=O)NCC4CC4)O[C@H]2CO3)c1 | 24 | -15 | -0.2 | 0
O=C(C[C@@H]1C=C[C@H](NC(=O)Nc2ccc3c(c2)OCO3)[C@H](CO)O1)NCc1ccc2c(c1)OCO2 | 4 | 2 | -0.3 | 1
CO[C@@H]1CN(C)C(=O)c2cc(NS(=O)(=O)c3ccc(Cl)cc3)ccc2OC[C@@H](C)N(C)C[C@@H]1C | -49 | -6 | 0.8 | 2
COc1cccc(-c2ccc([C@@H]3[C@H](CO)N4CCCCN(C(=O)NC(C)C)C[C@@H]34)cc2)c1 | 102* | 1 | -1.0 | -5
CCC(=O)N1C[C@@H]2[C@H](c3ccccc31)[C@@H](CO)N2C(=O)Nc1ccccc1F | -32 | 2 | 16 | -6
O=C(C[C@@H]1C=C[C@@H](NC(=O)c2ccc(F)cc2)[C@@H](CO)O1)NCCc1ccncc1 | 7 | 2 | -0.8 | .
CCCNC(=O)N1CC2(C1)CN(C(C)=O)[C@@H](CO)c1[nH]c3cc(OC)ccc3c12 | . | 0 | 0.3 | -4
CNC[C@@H]1Oc2c(NS(=O)(=O)c3ccc(Cl)cc3)cccc2C(=O)N([C@@H](C)CO)C[C@H]1C | . | 8 | 0.0 | 7
C[C@@H]1CN([C@@H](C)CO)C(=O)c2cc(NS(C)(=O)=O)ccc2O[C@@H](C)CCCCO[C@@H]1CN(C)Cc1ccc(C(=O)O)cc1 | 50 | 46 | 1.8 | 0
C[C@@H]1CN([C@H](C)CO)C(=O)c2cccc(NC(=O)Nc3ccccc3)c2O[C@H]1CN(C)Cc1ccc(Oc2ccccc2)cc1 | 64 | -7 | . | 21
C[C@H](CO)N1C[C@H](C)[C@H](CN(C)S(=O)(=O)c2cccs2)OCCCC[C@H](C)Oc2ccc(NC(=O)Nc3ccccc3)cc2C1=O | 93 | . | -1.6 | -8
COc1ccc(NC(=O)N(C)C[C@@H]2Oc3ccc(NS(C)(=O)=O)cc3CC(=O)N([C@H](C)CO)C[C@@H]2C)cc1 | 36 | 13 | 1.0 | -2
CC(C)OC(=O)N(C)C[C@H]1OCc2ccccc2-c2ccccc2C(=O)N([C@@H](C)CO)C[C@@H]1C | 8 | 1 | 0.1 | 1
C/C=C/c1cnc2c(c1)C(=O)N([C@H](C)CO)C[C@@H](C)[C@@H](CN(C)Cc1cncnc1)O2 | . | 31 | -2.6 | 1
CC(C)NC(=O)Nc1ccc2c(c1)C(=O)N([C@@H](C)CO)C[C@@H](C)[C@H](CN(C)S(=O)(=O)c1cccs1)OCCCC[C@@H](C)O2 | . | . | -0.8 | 10
COCC(=O)Nc1ccc2c(c1)OC[C@H](C)N(CC1CC1)C[C@@H](C)[C@@H](OC)CN(C)C2=O | -31 | 0 | -0.4 | .
Cc1ccc(S(=O)(=O)N(C)C[C@H]2OCCCC[C@@H](C)Oc3ccc(NC(=O)Nc4ccc(C(F)(F)F)cc4)cc3C(=O)N([C@@H](C)CO)C[C@@H]2C)cc1 | . | -79 | 0.0 | 1
CO[C@@H]1CN(C)C(=O)c2cc(NC(=O)C3CC3)ccc2OC[C@@H](C)N(Cc2ccccc2)C[C@H]1C | 5 | -22 | 0.1 | -1
C[C@@H]1CN([C@@H](C)CO)C(=O)Cc2cc(NC(=O)Nc3ccc4c(c3)OCO4)ccc2O[C@H]1CN(C)Cc1ccc(Oc2ccccc2)cc1 | 94 | -81* | -0.3 | 11
C[C@@H]1CN([C@@H](C)CO)C(=O)Cc2cc(NC(=O)Nc3ccccc3)ccc2O[C@@H]1CN(C)C(=O)Nc1ccc(F)cc1 | 18 | -1 | -2.2 | 4
C[C@H]1CCCCO[C@@H](CN(C)Cc2ccc3c(c2)OCO3)[C@@H](C)CN([C@@H](C)CO)C(=O)c2cc(NC(=O)Nc3ccc4c(c3)OCO4)ccc2O1 | 80 | -79 | 0.5 | .
CC(C)NC(=O)Nc1cccc2c1O[C@H](CN(C)Cc1ccc(C(=O)O)cc1)[C@H](C)CN([C@H](C)CO)C2=O | . | 6 | 9.3 | 0&-3
CC(C)CC#Cc1ccc2c(c1)O[C@@H](CN(C)Cc1cccc(F)c1)[C@H](C)CN([C@@H](C)CO)S2(=O)=O | 51 | -84* | 2.9 | 5
C[C@H]1CN([C@@H](C)CO)C(=O)Cc2cc(NC(=O)Nc3ccc4c(c3)OCO4)ccc2O[C@H]1CN(C)C(=O)Nc1ccc(C(F)(F)F)cc1 | 28 | -1 | -1.7 | -7
CCC(=O)N1[C@H](CO)[C@H](c2ccccc2)[C@@H]1CN(CC1CC1)S(C)(=O)=O | . | 3 | -0.3 | -3

Some of these compounds in order of their number in Pf Dd2 inh, lowest first.
compound	Pf Dd2 inh	GASC1 inh	C diff growth
C[C@@H]1CN([C@@H](C)CO)C(=O)Cc2cc(NC(=O)Nc3ccccc3)ccc2O[C@@H]1CN(C)C(=O)Nc1ccc(F)cc1	-1	-2.2	4
COCC(=O)Nc1ccc2c(c1)OC[C@H](C)N(CC1CC1)C[C@@H](C)[C@@H](OC)CN(C)C2=O	0	-0.4	.
CCC(=O)N1[C@H](CO)[C@H](c2ccccc2)[C@@H]1CN(CC1CC1)S(C)(=O)=O	3	-0.3	-3

Following part.
canonical_smiles | Tcruzi prolif | Pf Dd2 inh | GASC1 inh | C diff growth
O=C(C[C@H]1CC[C@H](NC(=O)C2CCOCC2)[C@H](CO)O1)Nc1ccc(-c2ccccc2)cc1 | -27 | -16 | -0.6 | 3
CC(C)NC(=O)Nc1ccc2c(c1)CC(=O)N([C@H](C)CO)C[C@@H](C)[C@H](CN(C)S(=O)(=O)c1ccc(Cl)cc1)O2 | 29 | -9 | 5.3 | -2
N#C[C@H]1[C@H](c2ccc(C#CC3CCCCC3)cc2)[C@H](CO)N1C(=O)Cc1ccccn1 | 95 | -26 | -0.8 | 10
C[C@@H]1CN([C@@H](C)CO)C(=O)c2cc(NC(=O)Cc3ccccc3)ccc2O[C@@H](C)CCCCO[C@@H]1CN(C)S(=O)(=O)c1cn(C)cn1 | 55 | -35 | 0.5 | 4
C[C@@H]1CN([C@@H](C)CO)C(=O)c2cc(C#Cc3cccc(F)c3)cnc2O[C@@H]1CN(C)C(=O)C1CCOCC1 | 74 | -11 | -0.8 | -1
C[C@@H]1CN([C@@H](C)CO)S(=O)(=O)c2ccc(-c3ccc(C(=O)N(C)C)cc3)cc2O[C@H]1CN(C)C(=O)C1CC1 | 60 | -21 | 1.7 | .
CNC[C@@H]1Oc2cc(C#Cc3ccccn3)ccc2S(=O)(=O)N([C@@H](C)CO)C[C@H]1C | 105* | -43 | -3.2 | 3
COc1ccc(S(=O)(=O)N(C)C[C@H]2Oc3ccc(NS(C)(=O)=O)cc3C(=O)N([C@H](C)CO)C[C@@H]2C)cc1 | -8 | -15 | . | -1
C[C@@H]1CCCCO[C@@H](CN(C)Cc2ccc(Cl)c(Cl)c2)[C@@H](C)CN([C@@H](C)CO)C(=O)c2cc(NS(=O)(=O)c3cccs3)ccc2O1 | ? | -42 | -0.2 | 10
C[C@H]1CN([C@@H](C)CO)C(=O)Cc2cc(N(C)C)ccc2O[C@H]1CN(C)S(=O)(=O)c1ccccc1 | 25 | 0 | 0.2 | 4
Cc1ccc(-c2ccc3c(c2)O[C@@H](CN(C)C(=O)C2CC2)[C@H](C)CN([C@H](C)CO)S3(=O)=O)cc1 | 106 | -30 | 1.4 | .
CCCN1[C@@H]2Cn3c(cccc3=O)[C@H]1[C@@H](C(=O)NC1Cc3ccccc3C1)[C@@H]2CO | 68 | . | 0.0 | -2
CCC(=O)N1CC(=O)N2[C@H](CO)[C@H](c3ccc(-c4ccncc4)cc3)[C@@H]2C1 | . | 39 | 1.6 | -1
COc1ccc(CN(C)C[C@H]2Oc3ccc(NC(=O)c4ccncc4)cc3CC(=O)N([C@@H](C)CO)C[C@@H]2C)cc1 | 3 | 1 | 0.8 | -2
COCC(=O)Nc1ccc2c(c1)C(=O)N(C)[C@H]1CC[C@H](CC(=O)O)O[C@@H]1CO2 | 2 | 10 | -2.1 | -1
CNC[C@@H]1Oc2c(NC(=O)c3nc4ccccc4s3)cccc2C(=O)N([C@H](C)CO)C[C@@H]1C | 24 | -7 | -1.0 | 1
C[C@H](CO)N1C[C@H](C)[C@H](CN(C)Cc2ccncc2)OCc2cn(nn2)CCCC1=O | -35 | -1 | 0.5 | -5
COCC(=O)Nc1ccc2c(c1)C(=O)N(C)[C@H]1CC[C@H](CC(=O)N3CCc4ccccc4C3)O[C@@H]1CO2 | -18 | -24 | 1.0 | 0
CN(C)C(=O)c1ccc(-c2ccc3c(c2)[C@@H]2[C@@H](CCN2C(=O)c2ccccc2F)[C@@H](CO)N3)cc1 | 41 | -2 | 0.2 | 9
C[C@H](CO)N1C[C@H](C)[C@@H](CN(C)C(=O)C2CCCCC2)OCCCC[C@H](C)Oc2ccc(NS(=O)(=O)c3ccc(Cl)cc3)cc2C1=O | 67 | 25 | 0.1 | -3
COc1ccc(NC(=O)N(C)C[C@H]2Oc3c(NS(=O)(=O)c4cn(C)cn4)cccc3C(=O)N([C@H](C)CO)C[C@H]2C)cc1 | -27 | 23 | -1.4 | -3
O=C(C[C@@H]1CC[C@@H]2[C@H](COC[C@H](O)CN2C(=O)c2cnccn2)O1)NCc1ccc(Cl)cc1 | 57 | -17 | -0.5 | .
C[C@H](CO)N1C[C@H](C)[C@@H](CN(C)C(=O)Nc2ccc(C(F)(F)F)cc2)Oc2ccc(NC(=O)Nc3ccc(F)cc3)cc2C1=O | -41 | -2 | -1.1 | .
CC(C)C#Cc1cnc2c(c1)C(=O)N([C@H](C)CO)C[C@H](C)[C@@H](CN(C)Cc1ccccc1F)O2 | 70 | . | 0.2 | 0
COc1ccc(NC(=O)N(C)C[C@@H]2OCCCC[C@@H](C)Oc3ccc(NS(=O)(=O)c4ccc(Cl)cc4)cc3C(=O)N([C@H](C)CO)C[C@@H]2C)cc1 | 5 | -50 | -2.4 | 11
COc1ccc(CNC(=O)C[C@@H]2C[C@@H]3c4cc(NC(=O)NC5CCCC5)ccc4O[C@@H]3[C@H](CO)O2)cc1 | -57 | 3 | -2.0 | -5
COc1ccc(-c2ccc3c(c2)O[C@H](CN(C)Cc2cccnc2)[C@@H](C)CN([C@@H](C)CO)S3(=O)=O)cc1 | . | -57 | -0.1 | -10
CC=Cc1ccc2n(c1=O)C[C@H]1[C@H](CO)[C@@H](C(=O)NCCC)N(C(=O)CC)[C@@H]21 (mixture of isomers) | 34 | 6 | 2.1 | -2
C[C@@H]1CCCCO[C@@H](CN(C)S(=O)(=O)c2ccc(F)cc2)[C@@H](C)CN([C@H](C)CO)C(=O)c2cc(NC(=O)Nc3ccc(F)cc3)ccc2O1 | -9 | -46 | 0.2 | -2
C[C@H]1CN([C@@H](C)CO)S(=O)(=O)c2ccc(-c3cncnc3)cc2O[C@H]1CN(C)Cc1ccccc1 | ? | -18 | 3.1 | -2
C[C@@H]1CN([C@@H](C)CO)C(=O)c2cc(NC(=O)C3CC3)ccc2O[C@H]1CN(C)CC1CCCCC1 | 31 | -89* | 1.2 | .
O=C(C[C@@H]1CC[C@@H]2[C@H](COC[C@@H](O)CN2Cc2ccc(Oc3ccccc3)cc2)O1)Nc1nccs1 | 108* | -32 | 2.4 | -4&-18
COCCNC(=O)C[C@H]1C=C[C@H](NS(=O)(=O)c2ccc(C)cc2)[C@@H](CO)O1 | . | -12 | 1.0 | 2
Cc1cc(C(=O)Nc2ccc3c(c2)C(=O)N(C)[C@@H]2CC[C@H](CC(=O)N[C@H](C)c4ccccc4)O[C@H]2CO3)no1 | -15 | 3 | -1.7 | -8
O=C(C[C@@H]1CC[C@@H]2[C@H](COC[C@@H](O)CN2Cc2ccc(C(F)(F)F)cc2)O1)NCCc1ccccc1 | . | -7 | 1.3 | -2&-7
C[C@@H]1CCCCO[C@H](CN(C)S(=O)(=O)c2ccc(Cl)cc2)[C@H](C)CN([C@@H](C)CO)C(=O)c2cc(NC(=O)c3ccccc3)ccc2O1 | 101 | -74 | 0.0 | 6
